Shn3 3UTR inh: inhibitors of Schnurri-3 3'UTR reporter in osteoblasts. inhibition, % at 12.5 µM. Clone20 osteoblast Shn3 3'UTR firefly luciferase, 24 h. actives 0.52% (n = 360,000);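 active = mean inhibition of at least 75% with every replicate also reaching 75%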;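 also: 0% = median of neutral control wells and 100% = pilot-screen positive control compound; some compounds past the cut are filed as inactive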
HIF-2a block: blocks HIF-2a reporter activity | 786-0 RCC cells HIF-2a reporter, luciferase luminescence, overnight | actives 0.72% (n = 360,000) | inhibition, % at 18.8 µM;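 active = inhibition of the luminescence signal of 40% or more relative to plate controls, in a single-dose primary screen at 18.75 µM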
KKLEB tox: reduces viability of KKLEB cystic fibrosis airway cells; activity change (cytotoxicity), % at 5 µM; KKLEB CF airway cells viability, ATPlite luminescence, overnight; stronger effect = lower value; cells stimulated with P. aeruginosa culture filtrate; actives 0.36% (n = 360,000);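 active = corrected activity change at or below -50% at 5 µM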
Peg3 promoter: reduces Peg3 promoter-driven luciferase expression in HeLa; HeLa PEG-Prom luciferase reporter, luminescence, overnight; inhibition, % at 20 µM; actives 1.7% (n = 360,000); AID 588405;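 active = inhibition of at least 50% at 20 µM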
iPSC survival up: increases survival of single human iPS cells; actives 0.044% (n = 360,000); survival enhancement, % at 20 µM; hiPSC single-cell survival, ATPlite luminescence; 100% = ROCK inhibitor wells, 0% = DMSO; in the data active = survival enhancement above about 18%;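 also: cells exposed to compounds for 16 hours before the ATP read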
CF NFkB block: inhibitors of cystic fibrosis induced NF-kB; KKLEB NF-kB-GFP reporter, PAF-induced, GFP fluorescence overnight; inhibition, % at 5 µM; actives 0.86% (n = 360,000);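 active = at least 50% inhibition at 5 µM, scaled per plate between neutral and stimulator controls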;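 also: PAF is a Pseudomonas aeruginosa culture filtrate used as stimulus; plate controls were PAF-stimulated DMSO wells for no effect and unstimulated DMSO wells for full effect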
NR2E3 ag-1: NR2E3 (human) agonism; Q9Y5X4; GST-NR2E3/biotin-RetCOR TR-FRET, 1536-well; inhibition of corepressor binding, % at 4.78 µM; actives 0.12% (n = 320,000); AID 2300;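 active = percent inhibition above the cutoff of mean plus 3 SD of all tested compounds, set per screening campaign, cut at about 20% in these data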;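 also: 0% = DMSO wells and 100% = biotin wells as full block of FRET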
Target sequence (Q9Y5X4 whole entry, looked up): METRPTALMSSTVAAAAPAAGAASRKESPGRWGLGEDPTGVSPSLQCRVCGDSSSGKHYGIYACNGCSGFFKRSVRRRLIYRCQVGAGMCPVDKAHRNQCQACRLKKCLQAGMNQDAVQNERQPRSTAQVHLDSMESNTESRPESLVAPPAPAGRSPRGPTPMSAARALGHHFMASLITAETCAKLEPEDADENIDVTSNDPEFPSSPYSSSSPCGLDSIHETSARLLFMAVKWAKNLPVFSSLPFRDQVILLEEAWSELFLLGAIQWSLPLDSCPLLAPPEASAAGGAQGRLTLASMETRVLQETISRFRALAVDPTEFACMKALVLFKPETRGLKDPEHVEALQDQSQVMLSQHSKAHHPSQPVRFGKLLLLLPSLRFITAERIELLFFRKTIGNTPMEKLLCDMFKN
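Test system – NR2E3–RetCOR corepressor complex · Quantity – NR2E3 fusion 1.35 nM · Buffer or medium – Tris pH 7.5 · Incubation – Compound–protein incubation for 5 h at 4 °C · Technique – TR-FRET, Eu(K)-anti-GST donor, streptavidin-D2 acceptor, ex 340, em 617/671 nm · Evaluation – percent inhibition of 671/617 nm emission ratio versus biotin and DMSO controls · Plate – 1536-well format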
TRPM1 prom inh: inhibitors of MITF-driven TRPM1 promoter in melanoma cells; SK-MEL-5 TRPM1 promoter luciferase, 24 h; inhibition, % at 12.5 µM; actives 0.83% (n = 330,000);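 active = mean inhibition across replicates of 60% or more, whatever share of single replicates reaches that level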; also: values of inactives mirror those of a sister screen read the other way
aDG glyco act: increases alpha dystroglycan glycosylation; actives 0.22% (n = 360,000); activation, % at 10 µM; Pro5-aDG cells, alpha-DG glycosylation AlphaScreen (IIH6); 0% Pro5, 100% B10-LARGE cell signal;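 active = activation of at least 8% versus controls, or a plate z-score of at least 8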;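 also: Pro5 are CHO cells carrying HIG-tagged alpha-DG that lacks glycosylation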
TWEAK Fn14 block: inhibitors of TWEAK-Fn14 interaction signaling | inhibition, % at 10 µM | actives 2% (n = 360,000) | AID 1159606 | TWEAK-stimulated Fn14 reporter cells, luciferase luminescence, 8 h; in the data active = inhibition above about 50%
NR2E3 ag-2: human photoreceptor-specific nuclear receptor agonism | CHO-S Gal4-NCOR/VP16-NR2E3 two-hybrid, luciferase | inhibition of corepressor binding, % at 3.98 µM | actives 0.35% (n = 360,000) | AID 602229;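 active = inhibition above the mean of all tested compounds plus 3 SD, cut at about 70% in these data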;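 also: 0% = DMSO with NR2E3 transfected cells and 100% = cells lacking NR2E3 construct; higher means lower luciferase signal from less NR2E3 corepressor binding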
The depositor's hits bear a star; / = not tested or not shown. Rows were taken by chance; any-hit rate near 4.4%.

SMILES	Shn3 3UTR inh	HIF-2a block	KKLEB tox	Peg3 promoter	iPSC survival up	CF NFkB block	NR2E3 ag-1	TRPM1 prom inh	aDG glyco act	TWEAK Fn14 block	NR2E3 ag-2
O=C(NCc1ccc2c(c1)OCO2)C(=O)NCC1OCCCN1S(=O)(=O)c1ccccc1 (stereo not drawn)	-19	-3	-10	-2	-3.3	-36	/	/	-0.5	9	-18
CCc1nn2c(=O)cc(COc3ccc(/C=C4\C(=N)N5N=C(C)SC5=NC4=O)cc3)nc2s1	9	9	8	-15	2.5	-12	7	17	0.0	-14	-11
COc1ccc2[nH]c(O)c(NC(C)=O)c2c1	-9	14	-10	2	1.4	10	-1	22	0.2	-11	-5
CCN1CCN(c2ccccc2NC(=O)C(C)Oc2ccc(C(C)=O)cc2)CC1 (stereo not drawn)	-30	9	-11	1	-0.4	-20	5	5	0.3	1	-12
COc1ccc(NC(=O)CSc2cccc3cccnc23)c(OC)c1	2	2	6	0	3.0	16	1	0	-0.1	-11	-26
CCn1cc(Br)c(C(=O)Nc2cccc(Cl)c2)n1	-25	-223	-4	-114	4.3	2	-1	-44	0.1	-20	-42
CCOc1ccc(NC(=O)CC2C(=O)N(c3cccc(OC)c3)C(=O)N2C(C)C)cc1 (stereo not drawn)	-12	-15	14	4	-0.3	-18	6	/	0.1	0	-19
COc1ccc(N(C(=O)CNC(=O)c2cccs2)C(C(=O)NC2CCCC2)c2ccncc2)cc1 (stereo not drawn)	-1	18	-7	17	-0.5	20	4	7	0.0	-14	3
Cc1cccc(NC(=O)N2CCCC2C(=O)NCc2cccs2)c1 (stereo not drawn)	-24	-5	13	-12	6.6	-6	1	-6	-0.2	-2	-12
C/C(=N\NC(=O)c1ccncc1)c1cc2ccccc2o1	-4	-12	16	-20	-1.1	3	4	-16	-0.5	-3	10
Cn1c(CO)cnc1SCC(=O)c1ccc(F)cc1	-39	-129	11	-71	0.5	-7	3	-37	-0.1	1	-51
COC(=O)CN(C(=S)Nc1ccc(Cl)cc1)C1CC(=O)N(c2ccc(OC)cc2)C1=O (stereo not drawn)	-11	19	-2	11	-2.0	3	2	8	0.5	21	20
Cc1cc(NC(=O)CCC(=O)N(CCC(C)C)C(C(=O)NC2CCCC2)c2cccnc2)no1 (stereo not drawn)	1	2	1	5	-1.0	-3	2	1	-0.1	3	-9
COc1ccc(NS(=O)(=O)c2cc(OC)ccc2NC(=O)c2cc(C)oc2C)cc1	-5	3	-12	9	4.4	5	1	37	0.0	21	-101
COc1ccc(CCNC(=O)CSc2ccc(-c3ccco3)nn2)cc1OC	0	15	6	1	-0.5	-9	-2	-6	-0.1	-27	4
COc1ccc(/C=N/N2C(=O)C3C4C=CC(C4)C3C2=O)cc1[N+](=O)[O-] (stereo not drawn)	11	-1	4	-5	-0.6	-6	1	-12	-0.3	-23	-10
Cc1ccc(C(=O)N2CCN(c3ncccn3)CC2)c(C)c1	-9	1	0	14	2.9	14	-3	-3	0.0	18	-12
NS(=O)(=O)c1cccc(NC(=O)c2cccc(N3C(=O)c4ccccc4C3=O)c2)c1	0	-4	-7	0	-0.6	27	/	-5	1.1	-2	-5
O=C(Nc1ccc(Cc2ccncc2)cc1)C1CCC(N2C(=O)C3CCCCC3C2=O)CC1 (stereo not drawn)	34	16	13	11	1.2	-39	-1	-6	1.2	-7	-2
COc1ccccc1-c1c(C(F)(F)F)oc2cc(OCC(=O)Nc3ccccc3C(F)(F)F)ccc2c1=O	11	17	1	3	-1.7	1	-3	2	-0.1	-14	-15
CC1=NN(c2ccccc2)C(=O)C1N=Nc1ccc(S(N)(=O)=O)cc1 (stereo not drawn)	2	3	9	11	0.3	-8	0	11	-0.1	-5	-15
CC(C)C[C@@H](CN1CCC[C@H]1CN1C(=O)C(=O)NC[C@@H]1Cc1ccc(O)cc1)N1C[C@H](Cc2ccccc2)N(CC2CCCCCC2)C(=O)C1=O	/	-4	/	/	-1.1	/	/	/	-0.1	4	24
O=C(/C=C/c1ccccc1)NNC(=O)c1cccc(Cl)c1	-38	-4	-3	-14	1.6	-18	1	-6	0.0	6	5
CCN(CC)S(=O)(=O)c1cccc(-c2nnc(SCC(N)=O)n2CCc2ccccc2)c1	5	1	0	15	1.3	2	1	8	0.0	3	-1
C=CCN1C2CCCC1CC(NC(=S)Nc1cccc(OC)c1)C2 (stereo not drawn)	15	8	-12	2	-3.1	4	-1	-4	-0.2	2	-19

Additional entries follow:
SMILES	Shn3 3UTR inh	HIF-2a block	KKLEB tox	Peg3 promoter	iPSC survival up	CF NFkB block	NR2E3 ag-1	TRPM1 prom inh	aDG glyco act	TWEAK Fn14 block	NR2E3 ag-2
Cc1nc(N)nc(N(C)c2ccccc2)c1Br	2	-4	-2	9	-1.3	8	/	4	0.1	11	-2
C=CCOc1ccc(/C=C/C(=O)OCC(=O)N(C)CC(=O)Nc2ccc(F)cc2)cc1	-5	-2	2	-4	-0.2	16	0	6	0.4	-9	9
Cc1ccc(S(=O)(=O)CC(=O)N2CCCC2)cc1	5	-13	4	-5	3.1	2	2	-3	0.2	-1	-9
CCCc1nc2c(C)cc(Br)cn2c1Cc1ccccc1	-16	-134	-5	-200	-0.9	6	/	/	-0.3	20	-25
Cc1cc(Cl)c(S(N)(=O)=O)cc1OCC(=O)NC1CCCCC1	9	10	-2	14	-0.4	-13	-1	-4	0.3	-5	-11
CCOc1ccc(NC(=NCc2ccc3c(c2)OCO3)SC2CC(=O)N(c3ccc(OCC)cc3)C2=O)cc1 (stereo not drawn)	-9	15	-23	18	-2.8	21	0	27	2.3	-40	-16
O=S(=O)(O)c1ccc(NN=Cc2ccccc2O)cc1	1	10	1	-1	-0.3	-8	/	3	0.3	3	-8
CCCCC(=O)Nc1cc(-c2nc3ncccc3o2)ccc1C	8	15	12	14	-0.4	-3	0	9	0.9	-11	-29
N#CCCN(Cc1ccccc1)C(=O)Nc1ccccc1	9	5	0	-10	-0.6	14	2	-1	0.0	0	-6
COC(=O)Cn1c(C(=O)N(C)C)cc2c1C[C@H]1CN(C(=O)c3ccccc3)[C@@](Cc3ccc(F)cc3)(C(=O)OC)[C@@H]21	/	22	/	/	-0.4	/	/	/	0.0	8	-5
CSCCC(Nc1ccc(S(=O)(=O)N2CCOCC2)cc1[N+](=O)[O-])C(=O)OCC(=O)N(C(C)C)C(C)C (stereo not drawn)	-1	14	7	8	0.9	-1	1	-8	0.2	12	0
CC(/C=C/c1ccc(N(C)C)cc1)=N\N=C1\NC(=O)CC(C(=O)Nc2ccccc2)S1 (stereo not drawn)	-48	-209	-3	-209	0.9	-10	2	-11	-0.2	7	-64
Cc1ccc(NC(=S)NCc2ccccc2Cl)c(C)c1	9	7	-9	12	-3.1	16	-4	15	0.3	9	-17
CC(C)OCCCNC(=S)N1CCC(C(=O)c2ccc(F)cc2)CC1	-6	24	-2	8	5.2	1	/	/	-0.1	11	-3
O=C(COC(=O)Cc1ccc(S(=O)(=O)N2CCOCC2)s1)NCCc1ccccc1	-1	2	3	5	-0.7	2	0	-3	0.1	-3	-16
Nc1ccc(S(=O)(=O)c2ccccc2)nc1	-23	13	1	11	0.1	13	-1	/	0.2	22	-37
COc1ccc(-c2cc3c(=O)n(CC(=O)NCCCN4CCC(Cc5ccccc5)CC4)ncn3n2)cc1	70	-6	-62*	96*	-0.6	24	3	71*	6.2	41	0
CC1(C)Cc2c(sc3c2c(=N)n(Cc2ccco2)c(=O)n3Cc2ccc(Cl)cc2)CO1	15	25	-24	33	-1.6	35	-1	1	-0.1	-9	-10
O=C(Nc1ccc(O)cc1)c1ccc(C(=O)c2ccccc2)o1	-22	-160	7	-145	6.2	-1	1	-37	0.3	-6	-8
O=C(NCC1CCCO1)c1ccc[nH]1 (stereo not drawn)	-5	24	0	-62	0.3	2	0	-1	-0.1	16	-18
Cc1ccc(S(=O)(=O)c2cc(C#N)c(=O)[nH]c2N)cc1	-25	15	11	9	0.7	7	-1	-10	-0.1	0	0
O=C(Nc1ccc(Cl)cn1)c1ccccc1F	-45	-190	-18	-188	-1.5	10	1	-22	0.0	41	-157
Cc1ccc(S(=O)(=O)N=Nc2c(O)[nH]c3ccccc23)cc1	-10	5	9	8	-3.5	14	2	14	0.1	-10	7
O=C(NCc1ccccc1Cl)c1ccncc1	1	27	2	20	-0.2	7	3	1	-0.2	8	4
Cc1cccc(OCC(=O)N(Cc2ccccc2)c2c(N)n(Cc3ccccc3)c(=O)[nH]c2=O)c1	11	14	2	8	0.2	-9	-3	-5	-0.1	-11	5

Of the compounds above, these have fluorine.
SMILES	Shn3 3UTR inh	HIF-2a block	KKLEB tox	Peg3 promoter	iPSC survival up	CF NFkB block	NR2E3 ag-1	TRPM1 prom inh	aDG glyco act	TWEAK Fn14 block	NR2E3 ag-2
Cn1c(CO)cnc1SCC(=O)c1ccc(F)cc1	-39	-129	11	-71	0.5	-7	3	-37	-0.1	1	-51
COc1ccccc1-c1c(C(F)(F)F)oc2cc(OCC(=O)Nc3ccccc3C(F)(F)F)ccc2c1=O	11	17	1	3	-1.7	1	-3	2	-0.1	-14	-15
C=CCOc1ccc(/C=C/C(=O)OCC(=O)N(C)CC(=O)Nc2ccc(F)cc2)cc1	-5	-2	2	-4	-0.2	16	0	6	0.4	-9	9
COC(=O)Cn1c(C(=O)N(C)C)cc2c1C[C@H]1CN(C(=O)c3ccccc3)[C@@](Cc3ccc(F)cc3)(C(=O)OC)[C@@H]21	/	22	/	/	-0.4	/	/	/	0.0	8	-5
CC(C)OCCCNC(=S)N1CCC(C(=O)c2ccc(F)cc2)CC1	-6	24	-2	8	5.2	1	/	/	-0.1	11	-3
O=C(Nc1ccc(Cl)cn1)c1ccccc1F	-45	-190	-18	-188	-1.5	10	1	-22	0.0	41	-157

High-throughput results deposited in PubChem BioAssay by several laboratories.
